UGM FP inh – inhibitors of M. tuberculosis UDP-galactopyranose mutase; P9WIQ1; purified UGM, fluorescence polarization probe displacement; inhibition, % at 10 µM; 320,000 compounds, 0.06% hits; in the data active = inhibition above about 10%, passing the limit was not always enough
BoNT-F LC inh – inhibitors of Botulinum neurotoxin F light chain protease; Multiplex microsphere protease cleavage assay, flow cytometry; inhibition, % at 10 µM; 360,000 compounds, 0.22% hits; AID 588497; in the data active = inhibition above about 35%, passing the limit was not always enough; also: plate controls were buffer without enzyme for full effect and enzyme alone for no effect
FadD28 binding – blocks FadD28 binding to the bisubstrate probe | fluorescence polarization | inhibition, % at 12.5 µM | 360,000 compounds, 0.22% hits | AID 588549; in the data active = inhibition above about 8.5%, passing the limit was not always enough
GDH-TPI inh – counter-screen for M. tuberculosis FBA inhibitors: GDH-TPI coupled enzymes. inhibition, % at 4.8 µM. 360,000 compounds, 1.2% hits. AID 588335. GDH-TPI coupled enzyme counterscreen, NADH absorbance; in the data active = inhibition above about 30%;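 also: 0% = DMSO wells and 100% = wells lacking the enzyme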
MazF activator – activators of E. coli MazEF toxin-antitoxin RNase; P0AE70; FAM/BHQ RNA-DNA oligo cleavage fluorescence, 5 h; activation, % at 20 µM; 350,000 compounds, 0.32% hits; AID 504720; in the data active = activation above about 50%
Target sequence (P0AE70 whole entry, looked up): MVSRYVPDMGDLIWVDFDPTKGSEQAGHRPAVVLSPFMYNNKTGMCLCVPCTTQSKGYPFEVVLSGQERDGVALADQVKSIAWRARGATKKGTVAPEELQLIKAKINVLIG
PrPC surface inh – inhibitors of human cell surface prion protein PrPC | 370,000 compounds, 0.43% hits | TR-FRET read-out | inhibition, % at 13.8 µM | P04156; in the data active = inhibition above about 24%; also: 0% = median of the test wells and 100% = reference compound wells
Mtb BioA inh – blocks M. tuberculosis BioA enzyme activity; purified M. tuberculosis BioA enzyme, plate reader; 360,000 compounds, 0.096% hits; inhibition, % at 9.99 µM; AID 602481; in the data active = inhibition above about 40%
Rv3671c inh – inhibits the M. tuberculosis serine protease Rv3671c; P9WHR9; inhibition, % at 5.96 µM; 320,000 compounds, 0.048% hits; AID 2606; in the data active = inhibition above about 38%;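 also: extracellular domain of Rv3671c used as enzyme; 0% = enzyme with DMSO and 100% = no enzyme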
Target sequence (P9WHR9 whole entry, looked up, the tested form may be a part): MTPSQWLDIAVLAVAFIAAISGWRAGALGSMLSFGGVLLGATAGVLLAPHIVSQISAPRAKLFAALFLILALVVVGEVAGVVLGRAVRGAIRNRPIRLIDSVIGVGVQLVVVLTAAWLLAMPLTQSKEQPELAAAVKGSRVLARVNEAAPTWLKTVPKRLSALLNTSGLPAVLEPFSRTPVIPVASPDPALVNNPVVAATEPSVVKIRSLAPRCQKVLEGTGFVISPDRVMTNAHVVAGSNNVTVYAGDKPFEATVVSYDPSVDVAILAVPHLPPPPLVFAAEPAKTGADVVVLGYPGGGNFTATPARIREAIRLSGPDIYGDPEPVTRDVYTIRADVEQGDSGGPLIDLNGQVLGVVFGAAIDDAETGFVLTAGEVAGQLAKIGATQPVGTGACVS
FBA Mtb inh – inhibits M. tuberculosis FBA enzyme; AID 588726; inhibition, % at 1 µM; purified M. tuberculosis FBA, fluorescence read-out; P9WQA3; 360,000 compounds, 2.3% hits; in the data active = inhibition above about 27%;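 also: 0% = vehicle and 100% = reference inhibitor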
Target sequence (P9WQA3 whole entry, looked up): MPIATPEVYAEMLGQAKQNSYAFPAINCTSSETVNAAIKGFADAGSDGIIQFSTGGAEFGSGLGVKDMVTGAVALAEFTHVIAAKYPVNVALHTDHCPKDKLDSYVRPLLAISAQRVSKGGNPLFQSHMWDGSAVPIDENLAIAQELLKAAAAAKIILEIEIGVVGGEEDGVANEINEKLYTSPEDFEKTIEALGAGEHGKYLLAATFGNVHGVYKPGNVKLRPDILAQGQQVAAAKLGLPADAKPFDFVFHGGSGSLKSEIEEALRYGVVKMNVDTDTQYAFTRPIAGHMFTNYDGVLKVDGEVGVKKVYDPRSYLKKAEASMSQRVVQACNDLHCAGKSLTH
Active calls of the source: *; / = no result given; & = joins results of further samples.

SMILES | UGM FP inh | BoNT-F LC inh | FadD28 binding | GDH-TPI inh | MazF activator | PrPC surface inh | Mtb BioA inh | Rv3671c inh | FBA Mtb inh
COc1cccc(CNC(=O)c2nnn(CC(=O)Nc3c(C)cccc3C)c2N)c1 | 1.6 | 0 | 0.6 | 1 | 6 | 2 | -1.1 | 0 | 1
COc1cc(SC)ccc1C(=O)N(Cc1ccccc1)c1ccccn1 | 1.2 | / | -0.8 | 9 | 6 | -4 | 0.0 | 14 | 0
CCC1=C([N+](=O)[O-])C(c2ccc3c(c2)OCO3)NC(=O)N1 (stereo not given) | -1.5 | 6 | -1.1 | 14 | 11 | -7 | 7.6 | 5 | 1
Cc1ccccc1OCC(=O)N(Cc1ccco1)c1c(N)n(Cc2ccccc2)c(=O)[nH]c1=O | -1.1 | -4 | -3.2 | -3 | 2 | 6 | -1.1 | -4 | -1
COc1ccc(C(=O)NCc2nc(C)c(C)s2)cc1OC1CCN(C(C)C)CC1 | -1.7 | -8 | -4.9 | -2 | -2 | 7 | -1.0 | 1 | -1
Cc1ccc(CN2CCC(C(=O)Nc3cccc(-c4cccc(F)c4)c3)CC2)o1 | -1.2 | 2 | -3.2 | 8 | 6 | 2 | 1.5 | 6 | 1
CCOC(=O)c1ccc(NC(=O)C2CCN(C(=O)c3ccc(OC)c(OC)c3)CC2)cc1 | -2.8 | -2 | -0.8 | 6 | 4 | 2 | -0.3 | 4 | 3
Cc1ccc(S(=O)(=O)CCC(=O)OCC(=O)Nc2cc(S(=O)(=O)N3CCOCC3)ccc2Cl)cc1 | / | 10 | -2.7 | 5 | 2 | 6 | 0.6 | / | -1
CCOC(=O)c1c(C)[nH]c(NC(=O)NNC(=O)c2ccccc2Cl)c1C | 0.0 | -4 | 0.3 | 9 | 9 | -4 | 0.1 | 6 | 1
CN(c1ccccc1)S(=O)(=O)c1cc(Cl)ccc1Cl | -0.8 | -1 | 0.2 | 4 | 4 | -4 | -0.4 | 3 | 0
Cc1ccc(-c2c(C)n([O-])c3c([n+]2=O)CCC3)cc1 | 1.0 | 21 | 1.1 | 6 | -1 | 1 | / | 7 | 1
CCOC(=O)c1c(C)c(C(=O)Nc2cc(OC)ccc2OC)c(C)n1CC | 3.1 | -13 | -0.3 | 4 | -7 | 0 | -1.0 | -4 | 2
Cc1nc(C)c(-c2ccc(SCC(=O)Nc3cccc(Cl)c3)nn2)s1 | 1.6 | 6 | -0.1 | 10 | 28 | 3 | -1.4 | -10 | 1
Cc1ccc(C(=O)N/C(=C\c2cccs2)C(=O)NCCc2c[nH]c3ccccc23)cc1C | -4.3 | -6 | -0.6 | 28 | -3 | 2 | -0.4 | -4 | -2
O=C(COC(=O)c1ccccc1F)Nc1cc(S(=O)(=O)N2CCOCC2)ccc1N1CCCC1 | 4.0 | 0 | -1.5 | 0 | 0 | 4 | / | -5 | 0
O=C(O)CSc1nnc(COc2ccccc2)n1-c1ccccc1 | 4.5 | 2 | -2.7 | 3 | 4 | -8 | 3.6 | 0 | -1
NC(=O)CSc1nnc(-c2ccc(S(=O)(=O)N3CCCCC3)cc2)n1-c1ccccc1 | -2.2 | -15 | -1.9 | -7 | -2 | 3 | -0.3 | -8 | 5
O=C(CCCCn1c(=O)c2ccccc2n(CC(=O)Nc2ccccc2)c1=O)NCc1ccco1 | -1.0 | -21 | -0.6 | 3 | -6 | -2 | 0.1 | -7 | 2
CCN(CC)CCNc1ccc(C)c2sc3ccc(O)cc3c(=O)c12 | / | -57 | 0.2 | 4 | -27 | -10 | / | / | -2
O=C(Nc1ccc(N2CCOCC2)cc1N1CCOCC1)c1ccccc1 | 3.3 | -4 | -3.3 | 11 | -7 | -4 | -0.2 | 5 | 0
COc1cc(C(=O)NCC2CCCN2S(=O)(=O)c2cccs2)cc(OC)c1OC (stereo not given) | -0.2 | -9 | -0.5 | -6 | 0 | 5 | / | -16 | 0
CC1(C)Cc2c(cnn2-c2ccccc2)C(NC(=O)CCN2CCCCO2)C1 (stereo not given) | -0.6 | -4 | -1.8 | 5 | 7 | 1 | 1.0 | -9 | 0
O=S1OC(c2ccccc2)c2cc(Cl)ccc21 (stereo not given) | -0.4 | 8 | -0.7 | -6 | 8 | -1 | -0.3 | -12 | 0
CCOc1cccc(CNn2cnnc2)c1OCc1ccccc1Cl | -0.2 | 5 | -2.1 | 10 | 1 | -7 | -1.5 | 4 | 0
O=C(O)c1c[nH]c(=S)n1-c1ccc(F)cc1 | 1.4 | 2 | 0.0 | -2 | -8 | 1 | -3.0 | 6 | 0
CC(C)CCN1C(Nc2ccccc2)=NC[C@@H]1CC(C)C | 3.2 | -11 | -2.3 | -6 | 6 | -1 | -0.8 | 2 | -2
Cn1cc(Cl)c(C(=O)NC2CCCC2)n1 | 2.3 | 0 | -4.8 | -5 | 6 | 2 | 0.3 | -2 | -1
Nc1cc(-c2cccc([N+](=O)[O-])c2)[nH]n1 | 0.0 | 0 | -3.8 | 5 | -7 | -18 | / | -2 | -8
COc1ccc(C(=O)NC2(C(F)(F)F)N=C3SCCN3C2=O)cc1 (stereo not given) | 1.1 | -6 | -0.2 | 5 | 1 | -2 | -1.0 | 2 | 3
Cc1cccc(N2CCN(C(=O)C3CCN(S(=O)(=O)N4CCOCC4)CC3)CC2)c1C | -0.4 | -4 | -0.5 | -7 | 2 | 12 | / | 0 | 9
Nn1c(COc2ccccc2)nnc1SCC(=O)O | 0.0 | 0 | 1.9 | -8 | 0 | 0 | -1.7 | 6 | 0
O=C(c1ccc(=O)oc1)N1CCN(c2ccc(F)cc2)CC1 | -0.5 | -11 | -2.7 | 27 | 1 | 11 | / | 5 | 11
CCOc1ccc(N(C(=O)CNS(=O)(=O)c2ccccc2)C(CC)C(=O)NCc2ccco2)cc1 (stereo not given) | 0.4 | 2 | -1.4 | 1 | -9 | 1 | / | 4 | 6
O=C(CCSc1ccccc1)Nc1ccc(OCc2ccccc2)cc1 | 0.8 | -4 | -1.2 | 9 | 7 | 5 | / | 4 | 0
COc1ccc(N(CC(=O)NCc2ccco2)S(=O)(=O)c2ccc(C)cc2)cc1OC | -3.3 | 11 | -1.3 | -3 | 8 | 5 | -1.1 | 0 | 5
COc1ccc(OC)c(NC(=O)C2(C)CCN2Cc2ccsc2)c1 (stereo not given) | / | 6 | -0.5 | 2 | / | -2 | 0.1 | / | 7

One compound at a time (already shown). Order of values: UGM FP inh, BoNT-F LC inh, FadD28 binding, GDH-TPI inh, MazF activator, PrPC surface inh, Mtb BioA inh, Rv3671c inh, FBA Mtb inh
Shown for Nn1c(COc2ccccc2)nnc1SCC(=O)O → 0.0, 0, 1.9, -8, 0, 0, -1.7, 6, 0
Shown for CCN(CC)CCNc1ccc(C)c2sc3ccc(O)cc3c(=O)c12 → /, -57, 0.2, 4, -27, -10, /, /, -2

Next part:
SMILES | UGM FP inh | BoNT-F LC inh | FadD28 binding | GDH-TPI inh | MazF activator | PrPC surface inh | Mtb BioA inh | Rv3671c inh | FBA Mtb inh
N#Cc1ccc(/C=N/NC(=O)c2cc(-c3cccs3)nc3ccccc23)cc1 | 1.9 | 0 | 1.4 | 16 | -6 | 9 | -0.9 | -92 | 9
COc1cc(OC)cc(C(=O)NC(=S)Nc2ccc(Cl)c(C(=O)O)c2)c1 | 1.5 | -2 | -1.4 | 3 | -4 | -2 | -4.9 | 4 | 4
O=C(Cn1ncc2c3ccccc3n(Cc3cccc(Cl)c3)c2c1=O)N1CCC2(CC1)OCCO2 | -2.6 | -3 | -2.0 | 6 | -80 | 6 | -1.3 | -4 | 4
CCOC(=O)C1=C(COC(=O)CSc2ccc(Br)cc2)NC(=O)NC1C (stereo not given) | 2.0 | 5 | -0.4 | 5 | 0 | 2 | / | 3 | 7
Cc1cc(NC(=O)CSc2nc(-c3cccnc3)ccc2C#N)no1 | 1.3 | 2 | -0.9 | 14 | -8 | -23 | -2.9 | 0 | 6
CCOC(=O)Nc1ccc2c(c1)C(=NO)c1ccccc1-2 | / | -8 | -5.6 | 13 | 20 | -20 | / | / | -1
CC(C)c1ccc(NC(=O)CNC(=O)Cn2ccc3ccccc3c2=O)cc1 | -0.9 | 2 | -0.4 | 4 | 2 | 6 | 1.4 | 5 | 4
O=C(NC1CCCCC1)c1cccc(OCc2ccccc2)c1 | 1.6 | -4 | -0.5 | 3 | -11 | 6 | -0.7 | 5 | 3
CCOP(=O)(OCC)/C(=N/OC(=O)c1ccccc1C)C(N)=O | 3.0 | -2 | -4.6 | 0 | 5 | 3 | 1.1 | -1 | 1
COc1ccc(C)cc1NC(=O)CCCNC(=O)Cn1cnc2sc(C)c(C)c2c1=O | -2.1 | 0 | -2.3 | -2 | 4 | -5 | 0.3 | 3 | -1
Cc1[nH]c2ccccc2c1C(c1ccncc1)N1CCC(C)CC1 (stereo not given) | 0.0 | -3 | 0.4 | -1 | -2 | -5 | / | 10 | -2
O=C(Nc1ccc(N2CCN(C(=O)c3ccco3)CC2)cc1)c1ccc(Br)cc1 | 2.0 | -1 | -3.3 | 8 | -24 | -7 | 0.1 | -9 | -1

Some of the entries so far, with each value named:
> CC(C)c1ccc(NC(=O)CNC(=O)Cn2ccc3ccccc3c2=O)cc1
  UGM FP inh: -0.9	BoNT-F LC inh: 2	FadD28 binding: -0.4	GDH-TPI inh: 4	MazF activator: 2	PrPC surface inh: 6	Mtb BioA inh: 1.4	Rv3671c inh: 5	FBA Mtb inh: 4

> COc1ccc(C)cc1NC(=O)CCCNC(=O)Cn1cnc2sc(C)c(C)c2c1=O
  UGM FP inh: -2.1	BoNT-F LC inh: 0	FadD28 binding: -2.3	GDH-TPI inh: -2	MazF activator: 4	PrPC surface inh: -5	Mtb BioA inh: 0.3	Rv3671c inh: 3	FBA Mtb inh: -1

> COc1cc(OC)cc(C(=O)NC(=S)Nc2ccc(Cl)c(C(=O)O)c2)c1
  UGM FP inh: 1.5	BoNT-F LC inh: -2	FadD28 binding: -1.4	GDH-TPI inh: 3	MazF activator: -4	PrPC surface inh: -2	Mtb BioA inh: -4.9	Rv3671c inh: 4	FBA Mtb inh: 4

New compounds follow
SMILES | UGM FP inh | BoNT-F LC inh | FadD28 binding | GDH-TPI inh | MazF activator | PrPC surface inh | Mtb BioA inh | Rv3671c inh | FBA Mtb inh
CC(C)c1ccc(NC(=O)Nc2nc(C(C)N)cs2)cc1 (stereo not given) | / | -14 | 0.2 | 4 | / | -13 | 2.5 | / | 0
COc1ccc(C(=O)OCc2csc(C)n2)c(O)c1 | -1.2 | 2 | -1.5 | 3 | -5 | 4 | / | 5 | 5
O=C(N/N=C/c1ccccc1[N+](=O)[O-])c1cccs1 | -0.3 | / | -1.1 | 2 | 12 | -13 | 0.5 | -9 | 6
COc1ccc([N+](=O)[O-])cc1NC(=O)CC1SC(=Nc2cccc(C)c2C)N(/N=C/c2cccc(OC)c2OC)C1=O (stereo not given) | -1.5 | 4&-6 | -1.9&-0.6 | 6&2 | -7&-14 | -8&-4 | 2.0&-0.4 | -27 | -1&5
O=C(COc1ccc(Cl)cc1Cl)OCC(=O)N1CCCc2ccccc21 | 2.5 | -3 | -3.9 | -7 | -6 | 5 | / | -5 | 2
Cc1ccc(C#CC[N+]2(C)CCCCC2)cc1 | 2.2 | / | 0.2 | 12 | 7 | 0 | -2.2 | 8 | 3
O=C(Nc1ccc2oc(-c3ccncc3)nc2c1)c1ccc2c(c1)OCCO2 | -2.4 | 1 | -0.9 | 21 | -102 | -4 | / | -6 | 5
OCCC1CN(Cc2cccn2-c2ccccn2)CCN1C1CCCC1 (stereo not given) | 2.6 | -2 | -7.7 | -8 | 15 | -12 | -0.3 | -5 | 0
COC(=O)c1ccc(CNC(=O)COC(=O)c2cc(Cl)ccc2O)cc1 | 1.4 | 6 | -3.7 | 16 | -3 | 4 | -1.0 | -2 | 5
CCOC(=O)NC(=O)c1cn(N(C)c2ncc(C(F)(F)F)cc2Cl)c(=O)[nH]c1=O | -0.9 | -67 | 0.1 | 0 | 2 | 11 | / | 6 | 1
Cc1ccc(S(=O)(=O)Nc2c(O)c3ccccc3oc2=O)cc1C | 2.3 | -5 | 0.4 | -7 | 7 | -1 | -2.2 | 4 | 2
Cc1c(Cl)ccc2c1NC(=O)[C@]21N[C@@H](Cc2ccccc2)[C@H]2C(=O)N(c3ccc(F)cc3)C(=O)[C@H]21 | -1.9 | -1 | -1.7 | 1 | -11 | -5 | -0.2 | -22 | -3
CCOc1cc(C=NN=C2c3ccccc3-c3ccccc32)ccc1O | / | -3 | -1.4 | 17 | 2 | 0 | / | / | -1
Cc1ccc(CN2CCCN(Cc3ccc(Cl)cc3)S2(=O)=O)cc1 | 1.0 | 3 | / | -5 | -4 | 0 | 0.1 | -11 | 0
N#CC(C#N)=NNc1ccc2cn[nH]c2c1 | / | -17 | 1.8 | / | / | -4 | / | / | 2

Outcome played no part in choosing rows, and some 4.8% of all compounds hit somewhere here.
